TROY NFkB inh: inhibitors of TROY-dependent NF-kB signaling. Q293 LMP1-TROYcd NF-kB luciferase reporter, 4 h. inhibition, % at 10 µM. hit rate 0.98% among 360,000;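 active = compounds whose plate-normalised and pattern-corrected inhibition of the luciferase reporter signal at the single screening dose is 50% or more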
NR5A2 inv ag: suppresses constitutive activity of human LRH-1. HEK293T StAR-luciferase reporter, LRH-1 transfected, 24 h. inhibition, % at 3.6 µM. hit rate 0.13% among 360,000;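 active = inhibition above the mean inhibition of all tested compounds plus 3 SD, cut at about 73% in these data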;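 also: 0% = DMSO wells and 100% = reporter-only cells lacking LRH-1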
NR2F2 inh: blocks human COUP-TFII nuclear receptor. inhibition, % at 8.6 µM. AID 686940. P24468. hit rate 0.7% among 370,000. HEK293T NGFI-A luciferase reporter, luminescence;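 active = inhibition above a per-plate cutoff, mean inhibition of test wells between control levels plus 3 SD, cut at about 38% in these data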;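 also: cells cotransfected with COUP-TFII expression vector driving the NGFI-A reporter; 0% = median of COUP-TF2 test wells and 100% = reporter-only cells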
EBV LMP1 NFkB: Epstein-Barr LMP1 NF-kappaB reporter inhibition; hit rate 0.69% among 350,000; inhibition, % at 12.5 µM; AID 504558; LMP1-induced NF-kappaB luciferase reporter cells, luminescence; in the data active = inhibition above about 41%; inconclusive = no clear call, values can overlap the other calls;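 also: 0% = neutral control wells and 100% = reference inhibitor control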
TRAIL sens C8: sensitizes caspase-8 expressing cells to TRAIL. AID 624354. inhibition (viability loss, TRAIL sensitization), % at 10 µM. hit rate 1% among 360,000. NB7+C8 cells + TRAIL, ATPlite viability luminescence;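 active = compounds causing at least 50% loss of cell viability in the single-dose screen, relative to plate controls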
SRC2 inh: inhibits human steroid receptor coactivator 2; hit rate 0.17% among 370,000; inhibition, % at 9 µM; AID 651957; HEK293 GAL4-SRC2 luciferase reporter, luminescence;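 active = inhibition above the mean inhibition of all tested compounds plus 3 SD, set per campaign, cut at about 52% in these data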;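 also: 0% = DMSO treated cells and 100% = cells given Gossypol at 36 µM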
TLR9-MyD88 block: inhibitors of human TLR9-MyD88 binding. CHO BLA complementation TLR9-MyD88, CCF4 FRET ratio. inhibition, % at 4.98 µM. hit rate 0.21% among 340,000;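 active = inhibition above the mean over all tested compounds plus 3 SD, cut at about 21% in these data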;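 also: 0% = DMSO only wells and 100% = clavulanate BLA inhibitor control wells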
Vif imaging: blocks HIV Vif function; AID 602346; hit rate 0.35% among 340,000; HEK293T cells, Vif self-association by quenched fluorescence, imaging, 24 h; inhibition, % at 7.49 µM; in the data active = inhibition above about 50%, passing the limit was not always enough; inconclusive = no clear call, values can overlap the other calls; inactive = below about 31%; also: some results filed as inactive read as strong as hits
NCOA1 inh: inhibits human SRC1 coactivator. Q15788. HEK293 GAL4-SRC1 luciferase reporter, luminescence. inhibition, % at 3.6 µM. hit rate 0.12% among 360,000. AID 588354;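 active = inhibition above the campaign mean plus 3 SD, with each screening campaign given its own cutoff, cut at about 60% in these data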;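 also: 0% = DMSO treated cells and 100% = gossypol at 36 µM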
NCOA3 inh: human NCOA3 inhibition; HEK293 GAL4-SRC3 luciferase reporter, luminescence; AID 588352; inhibition, % at 3.6 µM; hit rate 0.17% among 360,000; Q9Y6Q9;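 active = inhibition above a per-campaign cutoff, the mean of all compounds plus 3 SD, cut at about 60% in these data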;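 also: 0% = DMSO-treated cells and 100% = gossypol-treated cells at 36 µM; higher means less SRC3-driven luciferase light from the GAL4 reporter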
Target sequence (Q9Y6Q9 whole entry, looked up, the tested form may be a part): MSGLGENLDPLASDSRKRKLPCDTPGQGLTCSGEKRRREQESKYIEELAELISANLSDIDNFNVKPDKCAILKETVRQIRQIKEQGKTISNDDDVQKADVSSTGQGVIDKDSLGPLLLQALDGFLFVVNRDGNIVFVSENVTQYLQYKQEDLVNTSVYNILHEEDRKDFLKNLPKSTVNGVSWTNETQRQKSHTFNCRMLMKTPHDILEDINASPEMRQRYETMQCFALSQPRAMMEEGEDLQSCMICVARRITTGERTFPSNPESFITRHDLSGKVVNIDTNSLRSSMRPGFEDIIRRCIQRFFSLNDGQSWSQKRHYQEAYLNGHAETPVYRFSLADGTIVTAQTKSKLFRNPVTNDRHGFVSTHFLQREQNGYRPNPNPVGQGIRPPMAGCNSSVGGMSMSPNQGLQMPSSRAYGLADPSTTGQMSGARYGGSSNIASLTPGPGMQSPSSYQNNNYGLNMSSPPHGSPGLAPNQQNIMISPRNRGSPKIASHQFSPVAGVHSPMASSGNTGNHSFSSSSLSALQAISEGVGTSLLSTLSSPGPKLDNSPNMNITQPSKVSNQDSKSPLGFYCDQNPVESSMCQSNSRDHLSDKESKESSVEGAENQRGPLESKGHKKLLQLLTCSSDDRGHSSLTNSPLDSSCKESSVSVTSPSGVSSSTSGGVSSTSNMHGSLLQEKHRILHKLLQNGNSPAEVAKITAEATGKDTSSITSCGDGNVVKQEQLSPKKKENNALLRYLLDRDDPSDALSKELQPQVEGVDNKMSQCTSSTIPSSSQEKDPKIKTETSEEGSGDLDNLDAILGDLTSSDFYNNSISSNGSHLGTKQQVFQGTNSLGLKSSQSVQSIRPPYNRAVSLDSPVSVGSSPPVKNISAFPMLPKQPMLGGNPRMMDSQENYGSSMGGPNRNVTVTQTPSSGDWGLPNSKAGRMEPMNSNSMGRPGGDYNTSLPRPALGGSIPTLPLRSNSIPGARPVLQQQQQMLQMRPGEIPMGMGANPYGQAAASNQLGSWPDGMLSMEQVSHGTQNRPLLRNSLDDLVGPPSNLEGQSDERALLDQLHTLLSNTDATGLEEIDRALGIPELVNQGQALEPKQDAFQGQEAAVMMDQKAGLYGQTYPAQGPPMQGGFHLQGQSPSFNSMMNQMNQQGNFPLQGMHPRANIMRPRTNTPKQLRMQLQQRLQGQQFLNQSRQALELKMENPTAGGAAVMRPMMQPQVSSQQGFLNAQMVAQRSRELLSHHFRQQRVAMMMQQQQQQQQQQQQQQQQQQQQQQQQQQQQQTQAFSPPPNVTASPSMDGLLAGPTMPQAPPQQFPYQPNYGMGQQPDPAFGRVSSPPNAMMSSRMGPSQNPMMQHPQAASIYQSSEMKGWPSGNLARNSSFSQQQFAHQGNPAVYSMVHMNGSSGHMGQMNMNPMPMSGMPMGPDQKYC
NOD2-RIPK2 inh: inhibitors of human NOD2-RIPK2 interaction. O43353. CHO BLA complementation NOD2-RIPK2, CCF4 ratio. inhibition, % at 4.98 µM. hit rate 0.38% among 360,000; in the data active = inhibition above about 21%;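 also: 0% = vehicle only and 100% = reference blocker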
An asterisk follows results filed as active. Not all compounds are listed; rates above refer to the full screens.

`Cc1ccc(S(=O)(=O)N2CCCCC2)cc1NC(=O)COC(=O)CNC(=O)c1cc(Cl)cc([N+](=O)[O-])c1` gave TROY NFkB inh 12.1, NR5A2 inv ag -3.0, NR2F2 inh 9.9, EBV LMP1 NFkB 2.6, TRAIL sens C8 -3.6, SRC2 inh 5.4, TLR9-MyD88 block 1.4, NCOA1 inh 14.0, NCOA3 inh -19.9 and NOD2-RIPK2 inh -2.8.
For COCCN(CCOC)S(=O)(=O)c1ccc(C(=O)Nc2nnc(CSC)o2)cc1 the results were TROY NFkB inh 13.3, NR5A2 inv ag 11.2, NR2F2 inh 8.1, EBV LMP1 NFkB 9.8, TRAIL sens C8 3.1, SRC2 inh 13.6, TLR9-MyD88 block -0.3, Vif imaging -2.6, NCOA1 inh 3.4, NCOA3 inh -3.2 and NOD2-RIPK2 inh -4.0.
Screening CC1(C)C(=O)Nc2ccccc2N1C(=O)COC(=O)Cc1c(F)cccc1Cl returned TROY NFkB inh 1.8, NR5A2 inv ag -0.2, NR2F2 inh 22.5, EBV LMP1 NFkB 6.3, TRAIL sens C8 10.5, SRC2 inh -24.4, TLR9-MyD88 block 3.3, Vif imaging 6.2, NCOA1 inh -2.5, NCOA3 inh 4.6 and NOD2-RIPK2 inh 4.6.
Screening Cc1noc(C)c1C(=O)OCC(=O)NCc1ccccc1 returned TROY NFkB inh -13.7, NR5A2 inv ag 4.6, NR2F2 inh -5.3, EBV LMP1 NFkB -3.4, TRAIL sens C8 3.5, SRC2 inh -4.7, TLR9-MyD88 block -1.1, Vif imaging -0.9, NCOA1 inh -6.6, NCOA3 inh 0.8 and NOD2-RIPK2 inh -1.2.
O=C(c1ccco1)N1CCN(C(=O)c2ccc(Br)o2)CC1 was read as TROY NFkB inh 2.1, NR5A2 inv ag -5.0, NR2F2 inh 14.5, EBV LMP1 NFkB -5.2, TRAIL sens C8 0.0, SRC2 inh -12.2, TLR9-MyD88 block 5.6, Vif imaging 2.9, NCOA1 inh 5.5, NCOA3 inh 1.4 and NOD2-RIPK2 inh 5.0.
Screening COC(=O)c1ccc(C(c2c(C)n(C)n(-c3ccccc3)c2=O)c2c(C)n(C)n(-c3ccccc3)c2=O)cc1 returned TROY NFkB inh -1.8, NR5A2 inv ag -0.1, NR2F2 inh -5.8, EBV LMP1 NFkB 16.6, TRAIL sens C8 4.0, SRC2 inh -5.3, TLR9-MyD88 block -6.5, Vif imaging 13.3, NCOA1 inh 4.2, NCOA3 inh 4.2 and NOD2-RIPK2 inh -8.7.
For S=C(c1ccc(OCc2ccccc2)cc1)N1CCCC1 the results were TROY NFkB inh -42.0, NR5A2 inv ag -29.6, NR2F2 inh -22.1, EBV LMP1 NFkB -23.8, TRAIL sens C8 -1.4, SRC2 inh -10.0, TLR9-MyD88 block -1.1, Vif imaging 1.3, NCOA1 inh -51.4, NCOA3 inh -41.4 and NOD2-RIPK2 inh -1.0.
Cc1ccc(N2C(=O)N(CC(=O)c3cc(C)ccc3C)C(=O)C2C)cc1 (stereo not drawn) was read as TROY NFkB inh 14.1, NR5A2 inv ag 8.3, NR2F2 inh 1.6, EBV LMP1 NFkB 9.4, TRAIL sens C8 -1.8, SRC2 inh 5.7, TLR9-MyD88 block -6.3, Vif imaging -4.6, NCOA1 inh -2.9, NCOA3 inh 5.5 and NOD2-RIPK2 inh -2.7.
For CCCC(=O)c1cc2c(cc1NC(=O)c1cccs1)OCCO2 the results were TROY NFkB inh -32.4, NR5A2 inv ag 28.5, NR2F2 inh -3.9, EBV LMP1 NFkB -6.5, TRAIL sens C8 -3.3, SRC2 inh 4.4, TLR9-MyD88 block -1.0, NCOA1 inh -9.2, NCOA3 inh 19.1 and NOD2-RIPK2 inh -5.3.
Screening COCCn1nc2cc(C(=O)NCc3cc(C(F)(F)F)cc(C(F)(F)F)c3)ccc2c1OC returned TROY NFkB inh -13.0, NR5A2 inv ag 10.6, NR2F2 inh 0.8, EBV LMP1 NFkB 31.5, TRAIL sens C8 3.8, SRC2 inh -10.2, TLR9-MyD88 block 0.7, Vif imaging -0.5, NCOA1 inh -1.7, NCOA3 inh -9.9 and NOD2-RIPK2 inh -0.8.
CC(C)Cn1c(Cc2ccccc2)n[nH]c1=S was read as TROY NFkB inh 3.3, NR5A2 inv ag -1.1, NR2F2 inh 12.8, EBV LMP1 NFkB 6.0, TRAIL sens C8 11.8, SRC2 inh 7.5, TLR9-MyD88 block -4.9, NCOA1 inh 4.0, NCOA3 inh 1.1 and NOD2-RIPK2 inh -9.5.
`CCOC(=O)C1CCCN(C(=O)c2ccc(CS(=O)(=O)Cc3ccccc3C)o2)C1` (stereo not drawn) gave TROY NFkB inh -23.4, NR5A2 inv ag 11.7, NR2F2 inh 6.5, EBV LMP1 NFkB 3.8, TRAIL sens C8 -17.1, SRC2 inh -19.2, TLR9-MyD88 block 5.2, Vif imaging 6.4, NCOA1 inh 16.9, NCOA3 inh 29.3 and NOD2-RIPK2 inh 5.8.
For CCn1c(C)nc2cc(C(=O)N/N=C/c3ccccc3C)ccc21 the results were TROY NFkB inh 5.0, NR5A2 inv ag -73.7, NR2F2 inh -12.2, EBV LMP1 NFkB 1.2, TRAIL sens C8 23.7, SRC2 inh -54.5, TLR9-MyD88 block -4.5, Vif imaging -1.4, NCOA1 inh -105.7, NCOA3 inh -89.1 and NOD2-RIPK2 inh 6.2.
For COc1ccc(NC(=O)CSc2ccccn2)c([N+](=O)[O-])c1 the results were TROY NFkB inh -67.5, NR5A2 inv ag -5.1, NR2F2 inh -41.5, TRAIL sens C8 4.1, SRC2 inh -35.6, Vif imaging 5.5, NCOA1 inh -77.4, NCOA3 inh -42.0 and NOD2-RIPK2 inh 4.4.
Screening COC(=O)c1ccccc1NC(=O)Nc1ncccc1C returned TROY NFkB inh -6.7, NR5A2 inv ag -6.7, NR2F2 inh 11.4, EBV LMP1 NFkB 4.5, TRAIL sens C8 -1.9, SRC2 inh -0.6, TLR9-MyD88 block -10.7, Vif imaging 6.0, NCOA1 inh -8.2, NCOA3 inh 14.8 and NOD2-RIPK2 inh -9.8.
Screening Cc1ccc(S(=O)(=O)c2cc3ccccc3oc2=Nc2ccc3c(c2)OCCO3)cc1 returned TROY NFkB inh 12.9, NR5A2 inv ag -0.7, NR2F2 inh 3.4, EBV LMP1 NFkB -1.7, TRAIL sens C8 0.7, SRC2 inh -11.7, TLR9-MyD88 block -7.8, Vif imaging 2.6, NCOA1 inh -7.4, NCOA3 inh -0.4 and NOD2-RIPK2 inh 1.1.
`O=C(c1ccccc1)N1CCN(C(=O)c2ccccc2Br)CC1` gave TROY NFkB inh 9.1, NR5A2 inv ag -7.9, NR2F2 inh -12.4, EBV LMP1 NFkB 17.8, TRAIL sens C8 -18.2, SRC2 inh -29.9, TLR9-MyD88 block -13.6, Vif imaging -1.1, NCOA1 inh -8.1, NCOA3 inh -3.1 and NOD2-RIPK2 inh -6.0.
`FC(F)Oc1ccc(-c2c[n+]3c(n2-c2ccccc2)CCCCC3)cc1` gave TROY NFkB inh -1.2, NR5A2 inv ag -2.1, NR2F2 inh -21.3, EBV LMP1 NFkB 11.3, TRAIL sens C8 13.9, SRC2 inh 11.2, TLR9-MyD88 block 3.7, Vif imaging 6.5, NCOA1 inh 5.3, NCOA3 inh 13.4 and NOD2-RIPK2 inh -1.5.
`COC(=O)c1cc(C(=O)Nc2ccc(Cl)cn2)cc([N+](=O)[O-])c1` gave TROY NFkB inh -1.3, NR5A2 inv ag -9.4, NR2F2 inh -7.0, EBV LMP1 NFkB 6.3, TRAIL sens C8 2.8, SRC2 inh -15.5, TLR9-MyD88 block -11.2, Vif imaging -5.8, NCOA1 inh 3.6, NCOA3 inh 1.7 and NOD2-RIPK2 inh -9.9.
Screening COc1ccc(S(=O)(=O)N2CCOCC2)cc1NC(=O)COC(=O)c1ccc([N+](=O)[O-])s1 returned TROY NFkB inh -8.2, NR5A2 inv ag -3.0, EBV LMP1 NFkB -18.6, TRAIL sens C8 -8.5, TLR9-MyD88 block 1.8, Vif imaging inconclusive, NCOA1 inh -2.0, NCOA3 inh 13.7 and NOD2-RIPK2 inh -6.2.
For CCOC(=O)c1ccc(NC(=O)Cn2nnc3ccccc32)cc1 the results were TROY NFkB inh -21.0, NR5A2 inv ag -105.5, NR2F2 inh -26.6, EBV LMP1 NFkB -36.3, TRAIL sens C8 1.7, SRC2 inh -19.8, TLR9-MyD88 block 4.7, Vif imaging -3.5, NCOA1 inh -71.6, NCOA3 inh -36.5 and NOD2-RIPK2 inh -3.8.
For Cc1ccc(S(=O)(=O)NCC(=O)N(CC(=O)NC2CCCC2)CC2CCCO2)cc1 (stereo not drawn) the results were TROY NFkB inh 9.1, NR5A2 inv ag -8.0, NR2F2 inh 2.0, EBV LMP1 NFkB 2.3, TRAIL sens C8 11.1, SRC2 inh -43.1, TLR9-MyD88 block -9.6, Vif imaging 5.2, NCOA1 inh -7.6, NCOA3 inh 8.7 and NOD2-RIPK2 inh 1.9.
Screening O=C(COC(=O)c1cccnc1SCC(=O)NCc1ccccc1)NCc1ccccc1 returned TROY NFkB inh -25.0, NR5A2 inv ag -17.8, NR2F2 inh 6.3, EBV LMP1 NFkB -3.6, TRAIL sens C8 26.6, SRC2 inh -37.0, TLR9-MyD88 block 1.9, Vif imaging 0.0, NCOA1 inh -19.0, NCOA3 inh 6.8 and NOD2-RIPK2 inh -11.9.
`Cc1cccc(CS(=O)(=O)Cc2ccc(C(=O)NCCN3CCCCC3C)o2)c1` (stereo not drawn) gave TROY NFkB inh 20.1, NR5A2 inv ag 5.2, NR2F2 inh -1.3, EBV LMP1 NFkB -3.2, TRAIL sens C8 -14.4, SRC2 inh -3.9, TLR9-MyD88 block -3.5, Vif imaging -0.5, NCOA1 inh 1.4, NCOA3 inh 7.2 and NOD2-RIPK2 inh -4.5.
`O=C(NCc1ccccn1)c1cc(Br)ccc1Cl` gave TROY NFkB inh 3.7, NR5A2 inv ag -13.2, NR2F2 inh 1.1, EBV LMP1 NFkB -7.0, TRAIL sens C8 -2.0, SRC2 inh -27.6, TLR9-MyD88 block 6.0, Vif imaging -5.2, NCOA1 inh -14.0, NCOA3 inh -14.3 and NOD2-RIPK2 inh -13.6.
`COc1cccc(C(=O)NCC2CCCN(C(=O)c3ccc(C=O)cc3)C2)c1OC` (stereo not drawn) gave TROY NFkB inh -14.9, NR5A2 inv ag -26.0, NR2F2 inh -11.1, EBV LMP1 NFkB -2.1, TRAIL sens C8 -5.7, SRC2 inh -35.2, TLR9-MyD88 block -2.8, NCOA1 inh 3.7, NCOA3 inh -35.9 and NOD2-RIPK2 inh 2.3.

Fetched by compound from above, two records:
Screening COc1ccc(S(=O)(=O)N2CCOCC2)cc1NC(=O)COC(=O)c1ccc([N+](=O)[O-])s1 returned TROY NFkB inh -8.2, NR5A2 inv ag -3.0, EBV LMP1 NFkB -18.6, TRAIL sens C8 -8.5, TLR9-MyD88 block 1.8, Vif imaging inconclusive, NCOA1 inh -2.0, NCOA3 inh 13.7 and NOD2-RIPK2 inh -6.2.
`FC(F)Oc1ccc(-c2c[n+]3c(n2-c2ccccc2)CCCCC3)cc1` gave TROY NFkB inh -1.2, NR5A2 inv ag -2.1, NR2F2 inh -21.3, EBV LMP1 NFkB 11.3, TRAIL sens C8 13.9, SRC2 inh 11.2, TLR9-MyD88 block 3.7, Vif imaging 6.5, NCOA1 inh 5.3, NCOA3 inh 13.4 and NOD2-RIPK2 inh -1.5.
